IDH1 R132H inh: human IDH1 R132H inhibition. O75874. IDH1-R132H enzyme, NADPH consumption, diaphorase/resazurin fluorescence. Potency, µM (highest dose often 76.6 µM), without a hit: top-dose activity change, negative = inhibition, actives largely listed as inhibitors. actives 0.093% (n = 390,000); further: potency means the concentration at half of the fitted maximal effect; on the % scale 0 is the no-effect control and ±100 the full control effect; nearly all actives have a fitted effect of over 65% in size
Target sequence (O75874 whole entry R132H, stated change not applied): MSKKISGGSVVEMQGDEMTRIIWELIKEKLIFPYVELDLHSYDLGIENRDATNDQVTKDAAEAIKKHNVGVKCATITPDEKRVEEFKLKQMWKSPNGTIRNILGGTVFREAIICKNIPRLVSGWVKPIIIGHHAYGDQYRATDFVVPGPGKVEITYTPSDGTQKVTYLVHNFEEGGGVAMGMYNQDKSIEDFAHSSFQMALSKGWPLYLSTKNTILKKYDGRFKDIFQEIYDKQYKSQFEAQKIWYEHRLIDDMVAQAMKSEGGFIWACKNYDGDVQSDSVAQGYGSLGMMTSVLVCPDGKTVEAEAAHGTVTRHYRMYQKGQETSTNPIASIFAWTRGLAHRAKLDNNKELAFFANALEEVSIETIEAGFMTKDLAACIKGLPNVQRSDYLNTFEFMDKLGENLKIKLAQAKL
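IDH1-R132H (0.5 ug/mL dispensed) in pH 7.5 Tris buffer was preincubated 30 min with compound, then given a substrate mix of 0.016 mM NADPH and 2 mM alpha-KG for 80 min at room temperature; remaining NADPH was read by diaphorase/resazurin fluorescence.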
Pin1 inh: inhibitors of human Pin1. Pin1 FP peptide displacement, HiFluor488, 10 min. actives 0.009% (n = 390,000). Q13526. Potency, µM (titrated, usually from 115 µM), for inactives: top-dose activity, negative = inhibition, actives largely listed as inhibitors; active means well fitted inhibition curve with a large enough effect in the polarisation, with a control signal flat, not every such curve was filed as active; inconclusive means small, poorly fitted or top-dose-only effect, or effect the other way, or a change in a side signal; inactive means no such curve, though single readings can be large or run the other way; the % refers to the polarisation; further: potency means the concentration at half of the fitted maximal effect; on the % scale 0 is the no-effect control and ±100 the full control effect
Target sequence (Q13526 whole entry, looked up): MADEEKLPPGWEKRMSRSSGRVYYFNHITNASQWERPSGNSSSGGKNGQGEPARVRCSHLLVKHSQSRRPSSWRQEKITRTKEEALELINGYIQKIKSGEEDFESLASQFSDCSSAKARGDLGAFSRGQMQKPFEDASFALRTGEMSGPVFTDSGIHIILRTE
D2 agonist: D2 dopamine receptor (human) agonism; P14416; HEK293 T-REx D2 cells, calcium flux agonist mode; activation, % at 2 µM; actives 0.53% (n = 340,000);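 active means activation over 3 SD above normal in the single-dose calcium agonist read, cut at about 30% in these data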; further: 0% is about no effect
Target sequence (P14416 whole entry, looked up): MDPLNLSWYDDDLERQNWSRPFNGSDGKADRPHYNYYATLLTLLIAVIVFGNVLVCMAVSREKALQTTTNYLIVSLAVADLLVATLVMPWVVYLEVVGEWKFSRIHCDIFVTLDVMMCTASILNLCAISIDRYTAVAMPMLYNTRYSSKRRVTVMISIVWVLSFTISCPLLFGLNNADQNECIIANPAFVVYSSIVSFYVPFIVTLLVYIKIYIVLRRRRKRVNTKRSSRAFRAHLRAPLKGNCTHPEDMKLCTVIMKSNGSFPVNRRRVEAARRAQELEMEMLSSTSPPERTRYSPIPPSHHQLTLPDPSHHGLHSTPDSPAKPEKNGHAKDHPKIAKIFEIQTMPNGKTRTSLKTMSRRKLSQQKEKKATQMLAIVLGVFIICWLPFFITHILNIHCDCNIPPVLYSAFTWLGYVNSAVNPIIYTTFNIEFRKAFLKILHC
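Tetracycline-induced HEK293 T-REx cells with force-coupled D2 receptor, plated overnight at 30 C, loaded with no-wash calcium dye. After a 10 s baseline, compound was pin-added and calcium flux read kinetically for 180 s; calcium rises flagged agonists.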
TRHR PAM: TRH receptor (human) allosteric enhancement; P34981; TRHR cells, fluo-8 calcium fluorescence, EC20 TRH enhancement; enhancement, % at 2 µM; actives 0.66% (n = 360,000); in the data active means enhancement above about 30%; further: 0% is about no effect
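Enhancer read-out: after compound pinning and an initial kinetic agonist-mode read, an EC20 of TRH (10 nM final) was injected and fluo-8 calcium signal (Ex 480/Em 530) followed at 1 s/cycle for 100 cycles in TRHR-expressing cells.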
TRHR agonist: agonists of human TRH receptor; TRHR cells, calcium flux fluo-8, FDSS agonist mode; activation, % at 2 µM; actives 0.18% (n = 360,000); in the data active means activation above about 30%; further: 0% is about no effect
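Fluo-8-loaded TRHR cells; 10 s baseline, compound added, kinetic Ca2+ fluorescence read 1/s, agonist mode.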
USP1 inh: USP1/UAF1 (human) deubiquitinase inhibition; O94782; Potency, µM (series often up to 57.1 µM), for the others: at the top dose activity change, negative = inhibition, hits mostly inhibitors; AID 743255; actives 0.23% (n = 390,000); recombinant USP1/UAF1, Ub-Rhodamine cleavage fluorescence; further: potency means the concentration at half of the fitted maximal effect; on the % scale 0 is the no-effect control and ±100 the full control effect; nearly all actives have a fitted effect of over 60% in size; inactives centre near -12
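Step one: compound is pinned into 1nM USP1/UAF1 in HEPES pH 7.8 buffer with TCEP. Step two: 15 min room-temperature incubation. Step three: Ub-Rho (150nM final) starts cleavage, tracked by fluorescence over six one-minute reads.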
TrxR1 inh: rat TrxR1 inhibition; O89049; recombinant rTrxR1, NADPH fluorescence consumption, selenite substrate; Potency, µM (titrated, usually from 114 µM), for the others: at the top dose activity change, negative = inhibition, usual class: inhibitors; actives 1% (n = 390,000); further: potency means the concentration at half of the fitted maximal effect; on the % scale 0 is the no-effect control and ±100 the full control effect; nearly all actives have a fitted effect of over 65% in size
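Rat TrxR1 (90 nM in the dispensed reagent) was pre-reduced with 400 uM NADPH for 5 min at room temperature, then incubated with compound for 15 min. After 400 uM selenite was added, NADPH fluorescence (Ex 340/Em 450 nm) was followed for 8 min.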
D2 antag: antagonizes the human D2 dopamine receptor; HEK293 TREx D2 cells, calcium flux, dopamine EC80; inhibition, % at 10 µM; actives 2% (n = 340,000); in the data active means inhibition above about 30%; further: 0% is about no effect
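Tetracycline-induced HEK293 T-REx cells expressing D2 force-coupled to calcium signalling were dye-loaded, exposed to compound for 180 s, then challenged with an EC80 of dopamine; calcium flux was followed kinetically for a further 180 s.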
TrxR1 substrate: rat thioredoxin reductase 1 substrate activity; O89049; purified TrxR1 substrate turnover, NADPH consumption readout; Potency, µM (highest dose often 114 µM), inactives show at the highest dose activity change, negative = substrate turnover; actives 0.01% (n = 390,000); AID 588456; further: potency means the concentration at half of the fitted maximal effect; on the % scale 0 is the no-effect control and ±100 the full control effect; nearly all actives have a fitted effect of over 50% in size
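Rat TrxR1, dispensed at 90 nM, was prereduced with 400 uM NADPH (final) for 5 min at ~22 deg C, then incubated with compound 15 min before 400 uM selenite. A first-read NADPH fluorescence drop versus no-compound background flagged substrates.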
* marks the source's active call; other numbers are inactive results; ? = inconclusive; . = no result given; & = joins results of further samples; [ ] = another dose, or the depositor's remark. Unless noted, the call rests on the fitted dose curve; in most records, active means well fitted inhibition curve with a large enough effect; inconclusive means small, poorly fitted or top-dose-only effect; inactive means no such curve, though single readings can be large or run the other way. Some of the compounds tested; rates above refer to the full screens.

SMILES	IDH1 R132H inh	Pin1 inh	D2 agonist	TRHR PAM	TRHR agonist	USP1 inh	TrxR1 inh	D2 antag	TrxR1 substrate
C#CCn1c(S(=O)(=O)Cc2ccc(C)cc2)nc(-c2ccccc2)c1-c1ccccc1	0%	8%&12%	1.0	-2	1.2	-11%	1%&14%	1	-4%&3%
CCc1nnc(NC(=O)c2ccc(NS(=O)(=O)c3ccccc3)cc2)s1	2%	-2%&1%	-0.2	7	0.0	-10%	13%&11%	21	3%&3%
O=C(CSc1nc2c(c(=O)[nH]1)CCC2)Nc1cc(C(F)(F)F)ccc1Cl	.	0%	0.4	-1	0.1	-6%	24%	.	5%
CCCCC(=O)N1CCc2cc(OC)c(OC)cc2C1COc1ccc(C(=O)OCC)cc1 (stereo unspecified)	1%	?	0.7	-4	0.3	-26%	4%[57.1 µM]	.	1%[57.1 µM]
Cc1ccc(-c2csc(NC(=O)CCNC(=O)c3ccco3)n2)cc1	-2%	-5%	0.1	0	-1.3	0%	11%[57.1 µM]	-10	1%[57.1 µM]
O=C(COc1ccc(S(=O)(=O)NCc2ccccc2)cc1Cl)NCc1ccncc1	-1%	3%	0.6	14	-0.2	1%	29%	-10	6%
Cc1ccc(-c2nnc(-c3ccccc3Br)o2)cc1	2%	?	0.5	4	-0.1	2%	6%	-7	-3%
O=C(NC1CCN(Cc2ccccc2)CC1)c1cccc(S(=O)(=O)Nc2ccc(SC(F)F)cc2)c1	0%	14%	.	.	.	-24%	26%	.	-6%
c1cnc2ccc(-c3ccc4ncccc4c3)cc2c1	1%	-4%	0.0	-7	-0.2	-19%	24%	0	20%
CCOCCCNC(=O)c1cccc(OC2CCN(S(C)(=O)=O)CC2)c1	-5%	0%	-0.3	1	0.5	-17%	12%	-5	-1%
Cc1nc(C(=O)O)sc1C1(C)CC(c2cccc([N+](=O)[O-])c2)=NO1 (stereo unspecified)	18%	-5%	.	.	.	-27%	27%	.	11%[57.1 µM]
CC1(C)COC(/C=C/c2ccc([N+](=O)[O-])cc2)=N1	4%	0%	-0.1	0	0.2	-7%	?	-3	1%
Cc1ccccc1SCC(=O)Nc1cc(C(F)(F)F)ccc1N1CCOCC1	2%	16%	-0.2	1	-0.6	-12%	-2%	.	-4%
Cc1ccc2c(C)c(C(=O)N3CCC(N4CCC(C(=O)NC5CC5)CC4)CC3)oc2c1	-2%	1%	-0.4	-3	-0.8	-1%	5%	12	-2%
NC(=O)c1ccsc1NC(=O)c1cc(=O)c2ccccc2o1	-4%	12%	.	6	-1.5	-11%	17%	.	-1%
CC1CCCC=CC2CC(OC(=O)CN(C)C)CC2C(O)C=CC(=O)O1 (stereo unspecified)	2%	-4%	.	.	.	-7%	?	.	-3%
COC(=O)c1nn(-c2ccccc2)c(-c2ccccc2)c1C(=O)c1ccccc1	0%	4%	.	.	.	-28%	5%[57.1 µM]	.	6%[57.1 µM]
COc1ccc(N2CCN(C(CNC(=O)C(=O)NCCc3c[nH]c4ccccc34)c3ccco3)CC2)cc1 (stereo unspecified)	-1%	0%	-0.8	6	-0.4	-9%	6%[57.1 µM]	15	-1%[57.1 µM]
COc1ccc(-c2nc(C(=O)Nc3cccc(C(C)=O)c3)nn2-c2ccccc2Cl)cc1	6%	11%	-0.9	1	-0.4	-4%	-6%	.	-10%
CCOC(=O)c1ccc(NC(=O)CCc2c(C)nc3c(c(C)nn3-c3ccccc3)c2C)cc1	-10%	-3%	0.1	3	1.9	-12%	26%	.	9%

Sorted by length of the SMILES (ascending): some entries from above.
SMILES	IDH1 R132H inh	Pin1 inh	D2 agonist	TRHR PAM	TRHR agonist	USP1 inh	TrxR1 inh	D2 antag	TrxR1 substrate
Cc1ccc(-c2nnc(-c3ccccc3Br)o2)cc1	2%	?	0.5	4	-0.1	2%	6%	-7	-3%
NC(=O)c1ccsc1NC(=O)c1cc(=O)c2ccccc2o1	-4%	12%	.	6	-1.5	-11%	17%	.	-1%
Cc1ccccc1SCC(=O)Nc1cc(C(F)(F)F)ccc1N1CCOCC1	2%	16%	-0.2	1	-0.6	-12%	-2%	.	-4%
CCc1nnc(NC(=O)c2ccc(NS(=O)(=O)c3ccccc3)cc2)s1	2%	-2%&1%	-0.2	7	0.0	-10%	13%&11%	21	3%&3%
CCCCC(=O)N1CCc2cc(OC)c(OC)cc2C1COc1ccc(C(=O)OCC)cc1 (stereo unspecified)	1%	?	0.7	-4	0.3	-26%	4%[57.1 µM]	.	1%[57.1 µM]

Carrying on:
SMILES	IDH1 R132H inh	Pin1 inh	D2 agonist	TRHR PAM	TRHR agonist	USP1 inh	TrxR1 inh	D2 antag	TrxR1 substrate
CCN1C(=O)C2C(c3cccc(F)c3)NC(CC)(C(=O)OC)C2C1=O (stereo unspecified)	6%	-1%	1.3	19	-0.1	-6%	-9%	-11	-3%
O=C(CN1CCN(c2ncccn2)CC1)N1CCCc2c1c(=O)oc1ccc(O)cc21	7%	-4%	0.3	-1	0.8	-11%	-43%	1	-13%
Cc1cccc(Cn2c(=O)n(-c3ccccc3C)c(=O)c3c2c2cc(C)ccc2n3C)c1	-5%	-1%	0.4	4	0.2	-30%	208%[activator]	.	202%[activator]
COC(=O)C1=C(C)N(CCCC(=O)O)C(=O)NC1c1ccc([N+](=O)[O-])cc1 (stereo unspecified)	-3%	-6%	.	.	.	-22%	-8%[57.1 µM]	.	0%[57.1 µM]
c1ccc(-n2ncc3c(N4CCN(c5ccccn5)CC4)nc(N4CCCCCC4)nc32)cc1	3%	1%	0.6	19	-0.7	-21%	6%[57.1 µM]	9	8%[57.1 µM]
O=C(Nc1ccc2c(c1)OCCO2)C1CCN(C(=O)c2ccc([N+](=O)[O-])cc2)CC1	-6%	1%	-1.0	0	0.0	-8%	15%	1	-2%
Cc1ccc(N(C(=O)CCC(=O)Nc2cc(C)on2)C(C(=O)NC2CCCC2)c2ccncc2)cc1 (stereo unspecified)	1%	-5%	-0.8	-4	0.2	3%	-8%	13	-1%
Cc1ccc(S(=O)(=O)/C(C#N)=C/c2c(N3CCN(C)CC3)nc3ccccn3c2=O)cc1	11%	7%	.	-5	-0.3	5%	4%[57.1 µM]	.	9%[57.1 µM]
CC(=NNC(=O)c1cc(C)oc1C)c1ccc(Br)s1	1%	-9%	.	.	.	1%	-7%	.	-7%
C=CCOc1ccccc1CN1CCC(CO)(CCOc2ccccc2)CC1	5%	-3%	-1.0	-3	0.0	-19%	5%	64*	0%
CCN(C[C@H]1N[C@@](CC)(C(=O)OC)[C@H]2C(=O)N(C)C(=O)[C@@H]12)C(=O)c1ccc(F)cc1	-1%[38.3 µM]	-1%	.	.	.	-4%	1%	.	-3%
O=C(c1cccs1)N1CCN(c2nc3ccccc3s2)CC1	-9%	-6%	-0.4	-4	0.7	-7%	12%	-7	3%
CC(C)NC(=O)c1nn(C)c2c1CS(=O)(=O)c1ccccc1-2	4%	-9%	0.7	-6	-0.3	-9%	6%	.	3%
Cc1ccc(CSc2nnc(Cn3c(=O)sc4ccccc43)n2C)cc1	12%	3%	.	-4	-0.9	-17%	16%[57.1 µM]	.	-3%[57.1 µM]
COc1ccc(NC(=O)c2cc(S(=O)(=O)N3CCCC3)ccc2OC)cc1	-3%&0%	5%&1%	0.0&3.2	5&-2	-0.4&-0.3	-14%&3%	23%&35%[57.1 µM]	-9	2%&7%[57.1 µM]
CCc1c(O)nc(SCC(=O)Nc2ccc(OC)cc2)n(C2CCCCC2)c1=O	13%	-6%	-0.1	-2	-1.2	-21%	7%	1	1%
O=C(NNC(=O)c1cc(Br)ccc1O)c1csc(N2CCOCC2)n1	3%	0%	1.4	7	0.3	-24%	8%	-36	-1%
COc1ccc(S(=O)(=O)N2CCCC2C(=O)Nn2cnnc2)cc1 (stereo unspecified)	-1%	-1%	0.1	2	-0.5	-14%	8%	6	1%
COc1ccc(/C=N/N2C(=O)C3C4C=CC(CC4)C3C2=O)c(OC)c1 (stereo unspecified)	2%	0%	1.6	13	-0.3	-8%	1%[57.1 µM]	1	0%[57.1 µM]
COc1cccc(CN(CC(=O)NCc2ccco2)C(=O)CNS(=O)(=O)c2ccccc2)c1	0%	3%	-2.9	-1	0.4	3%	-4%[57.1 µM]	-19	-7%
COc1ccc(S(N)(=O)=O)cc1C(=O)N1CCCC1	2%	-8%	-0.6	0	-0.7	-13%	20%[57.1 µM]	-9	6%
CN(C)C(=O)c1cc(C(=O)c2ccccc2)c[nH]1	3%	-3%	-0.3	7	0.7	-13%	11%	-8	4%
COc1ccc(OCc2nc(-c3ccc(OC)c(OC)c3)no2)cc1	19%	9%	-1.2	-6	0.1	-15%	14%	.	-6%
CCOC(=O)C1CCN(c2ncnc3c2cnn3C)CC1	3%	4%	1.6	5	3.5	-2%	19%[57.1 µM]	-8	7%[57.1 µM]
COc1ccc2oc(-c3ccco3)cc(=O)c2c1	0%	-1%	-1.7	-10	-0.9	-9%	1%	-11	159%[activator]
COc1ccc(CNCCCO)cc1OC	1%	-7%	-0.2	1	0.3	-6%	3%	0	-7%
COc1cccc(Nc2c(F)c(F)c(F)c(F)c2C(=O)O)c1	0%	-11%	.	-2	-0.3	-18%	-11%	.	-6%
CO/N=C/c1ccc(OC)c(Oc2nc(OC)cc(OC)n2)c1	0%	6%	-0.9	13	0.2	-20%	6%	-4	1%
CC1CN(CC(=O)Nc2cccc(C(=O)Nc3cccc(C(F)(F)F)c3)c2)CC(C)O1 (stereo unspecified)	5%	-5%	0.8	1	0.2	-10%	10%	-9	-3%
Cc1cc(C)cc(OCC(=O)OCC(=O)NC2CCCCCC2)c1	1%	0%	0.6	2	-0.2	-12%	14%	-17	-1%
COc1ccc(CNC(=O)Cn2ncn3cccc3c2=O)cc1	.	.	0.5	14	-0.4	.	.	6	.
